MPTP inh: mitochondrial permeability transition pore inhibitors, primary screen, biochemical, isolated mouse mitochondria, absorbance; Ca2+ swelling absorbance, 30 min; inhibition, % at 10 µM; hit rate 1.4% among 360,000; AID 602449, 2012;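 active = inhibition of 50% or more, scaled per plate between neutral and stimulator controls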;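 note: 0% = DMSO wells given calcium and 100% = 1 mM EGTA wells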
Starred values were filed as active, the others as inactive.

SMILES	MPTP inh
O=C(CC[C@H]1O[C@@H](n2ccc(=O)[nH]c2=O)[C@H](O)[C@@H]1O)NCC(c1ccccc1)c1ccccc1	0.3
COc1ccc(C(C)=O)cc1Cn1c(C)c(C(=O)NCc2cccc(C)c2)sc1=O	-1.2
O=C(Nc1ccccc1)Nc1ncc(C(F)(F)F)cc1Cl	0.1
O=C(CSc1nnc2ccccn12)Nc1ccccc1[N+](=O)[O-]	-0.4
COc1ccc(F)cc1-c1cc(C(=O)Nc2ccc(C)c(NS(C)(=O)=O)c2)[nH]n1	1.4
CCCN(CCC)CCNC(=O)Cn1cc2c(n1)-c1c(oc(C(=O)N3CCCC3)c1C)CC2	-1.0
O=C(NC(c1cccnc1)c1ccc2c(c1)OCO2)C1CCN(CCOc2ccc(Cl)cc2Cl)CC1 (stereo unspecified)	0.1
COc1cccc(CNC(=O)[C@@H]2CCCN2C(=O)[C@H]2CCCCN2C(=O)OC(C)(C)C)c1	0.4
Cc1ccc(-c2nc3cc(C)c(Br)c(C)n3c2Cc2cccc(F)c2)cc1	5.3
COc1ccc(CNC(=O)[C@@H](Cc2ccccc2)NC(=O)CC[C@H]2O[C@@H](n3ccc(=O)[nH]c3=O)[C@H](O)[C@@H]2O)cc1	-0.6
COc1cccc(-c2cc3nc(NCc4ccc5occc5c4)n(C)c(=O)c3s2)c1	1.5
Cc1cc2oc(C(=O)NCC(c3ccco3)N3CCCC3)c(C)c2cc1C (stereo unspecified)	0.0
CCC(C)[C@H](NC(=O)[C@@H]1Cc2ccccc2CN1)C(=O)NCc1ccc(C)cc1 (stereo partly specified)	-2.6
OC[C@@H]1CN(Cc2ccco2)C[C@H](n2cnc3c(NCc4ccc(F)cc4)ncnc32)O1	1.4
COc1ccc(-c2nc3ccc(C)cn3c2CC(C)(C)C)cc1OC	-0.7

Part of the list above, with each value named.
SMILES: COc1ccc(CNC(=O)[C@@H](Cc2ccccc2)NC(=O)CC[C@H]2O[C@@H](n3ccc(=O)[nH]c3=O)[C@H](O)[C@@H]2O)cc1
  MPTP inh: -0.6
SMILES: COc1cccc(-c2cc3nc(NCc4ccc5occc5c4)n(C)c(=O)c3s2)c1
  MPTP inh: 1.5
SMILES: Cc1cc2oc(C(=O)NCC(c3ccco3)N3CCCC3)c(C)c2cc1C (stereo unspecified)
  MPTP inh: 0.0
SMILES: CCC(C)[C@H](NC(=O)[C@@H]1Cc2ccccc2CN1)C(=O)NCc1ccc(C)cc1 (stereo partly specified)
  MPTP inh: -2.6

The listing continues:
SMILES	MPTP inh
CC(C)[C@@H](C(=O)N[C@@H](CCc1ccc(O)cc1)C(=O)O)N(C)C(=O)[C@H](CO)NC(=O)[C@@H](O)[C@H](N)CCCCCCCCl	-0.9
COc1ccc(C(C)(O)c2nc(-c3cccs3)cs2)cc1 (stereo unspecified)	1.0
CCN1CCN(S(=O)(=O)c2ccc(Cl)c(C(=O)N(C)C3CCCCC3)c2)CC1	0.4
Cc1cc(C)c2cc(C#N)c(NCCNC(=O)c3ccccc3)nc2c1	0.9
OC(c1ccccc1)(c1ccccc1)C1CCN(CCCOc2ccccc2Cl)CC1	10
COc1ccc(-n2c(-c3ccc(Cl)cc3)n[nH]c2=S)c(OC)c1	-0.3
COCCCN1C(=O)C(CC(=O)NCc2cccc3ccccc23)CC(C(=O)N(C)C)=C1C (stereo unspecified)	-0.7
O=C1NC[C@@H](CCCCN2C[C@H](Cc3ccc(O)cc3)N(CC3CCCCC3)C(=O)C2=O)N(CC2CCCCC2)C1=O	-1.3
CCCCNC(=O)c1nc(-c2ccccc2)oc1-c1ccc(Cl)cc1	20
CCOC(=O)C1=C[C@@H](C(C)(C)C)N(S(=O)(=O)c2ccc(C)cc2)[C@H]1c1ccc(F)cc1	1.3
CCNC(=O)C1(C)CCCN(C(=O)c2ccc3c(c2)C(C)(C)CCC3(C)C)C1 (stereo unspecified)	-0.8
CC(C)CNc1ncnc2c1ncn2[C@H]1CN(C2CCCC2)C[C@@H](CO)O1	-0.7
Cc1nc(NC(=O)c2ccccc2)sc1-c1cc(C(=O)O)nn1Cc1ccccc1	-1.8
CC(=O)N1CCCC(C)(C(=O)Nc2ccc3oc(C)nc3c2)C1 (stereo unspecified)	-2.3
COC(=O)c1ccc2nc(-c3ccc(OC)c(OC)c3)c(CC3CCCCC3)n2c1	-2.2
N#C/C(=C\c1cccn1S(=O)(=O)c1ccccc1)S(=O)(=O)c1ccc(F)cc1	-0.4
COc1cccc(-c2cnc3c(NC(C)=O)cc(-c4ccc(C(=O)NC5CC5)cc4)cn23)c1	0.8
C[C@@H]1CN([C@H](C)CO)C(=O)CCCn2nncc2CO[C@H]1CN(C)Cc1ccccc1C(F)(F)F	-0.9
CN(C)CCCNC(=O)c1cccc(-c2ccc3nncn3c2)c1	-0.3
O=C(/C=C/[C@H]1O[C@@H](n2ccc(=O)[nH]c2=O)[C@H](O)[C@@H]1O)NCc1cccnc1	-0.1
Cc1ccccc1OC1(C)CCN(Cc2ccc3ccccc3c2)C1 (stereo unspecified)	2.9
Cc1cccc(N2CCN(C(C(=O)NCc3ccccc3)c3ccco3)CC2)c1C (stereo unspecified)	0.0
CSc1ccc(C(O)c2ncc(-c3cccc(F)c3)[nH]2)cc1 (stereo unspecified)	2.6
CCOC(=O)C1=C(C)N=c2sc(=Cc3cc(Cl)c(OCC(=O)O)c(Cl)c3)c(=O)n2C1c1cccc(OC)c1 (stereo unspecified)	1.1
CCc1nnc(NC(=O)CSc2nnc(CNC(=O)c3ccccc3)o2)s1	0.2
COc1ccc(C2=Cc3ccccc3C(CC(=O)C3CC3)N2c2ccc(-c3cc(OC)c(OC)c(OC)c3)cc2)cc1 (stereo unspecified)	0.1
c1cn2cc(-c3ccc(CN4CCOCC4)cc3)ccc2n1	2.9
COC(=O)[C@@]1(Cc2ccc(OC)cc2)[C@H]2c3cc(C(=O)N4CCCC4)n(Cc4cc(C)n(C)n4)c3C[C@H]2CN1C(=O)c1ccccc1	0.5
CN(Cc1ccc(Cl)cc1Cl)C(=O)C1CC(=O)N(Cc2ccco2)C1 (stereo unspecified)	-0.7
COCCNC(=O)C1(C)Cc2c(-c3ccc(NC(C)=O)cc3)ccnc2O1 (stereo unspecified)	-1.0
NC(c1csc(NC(=O)Nc2ccccc2Oc2ccccc2)n1)c1ccccc1Cl (stereo unspecified)	2.9
CC(=O)Oc1ccccc1Cn1c(C)c(C(=O)NCc2ccc(Cl)c(Cl)c2)sc1=O	-0.6
CC1C(=O)OC2C1CCC1(C)C3(C)C(=O)C=CC213 (stereo unspecified)	-2.8
CC(=O)Nc1ccc(-c2ccnc3c2CC(C(=O)Nc2cccc(Oc4ccccc4)c2)O3)cc1 (stereo unspecified)	-1.4
CC(C)(C)S(=O)N1Cc2cc(C(=O)N3CCOCC3)nc(-c3cccc(Br)c3)c2[C@H]1CCO (stereo partly specified)	-0.3
NCc1csc(Nc2ncccn2)n1	0.5
Cc1nc2cc(OC3(C)CCN(Cc4ccc(OC(F)(F)F)cc4)C3)ccc2s1 (stereo unspecified)	2.0
CSc1ccc(CNC(=O)C2(C)CCCN2CC(C)C)cc1 (stereo unspecified)	-0.8
COc1ccc([C@H]2C[C@H](O)[C@@H](n3cc(COC(=O)c4ccccc4)nn3)CN2CC2CCCCC2)cc1	-1.8
Cc1ccc2c(c1)nc1c3ccccc3nc(-c3ccccc3N)n21	1.3
CCC(C(=O)N1CCN(Cc2ccc3c(c2)OCO3)CC1)n1nnc2ccccc2c1=O (stereo unspecified)	-2.1
OCCCNc1ncnc2c1ncn2[C@H]1CN(Cc2ccc(Cl)cc2)C[C@@H](CO)O1	0.8
CCc1nc2c(OCC(=O)c3ccc(F)cc3)cccn2c1N(C)C(=O)C(C)C	0.5
CC(C)(C)C(C(=O)NC1CCCC1)N1CCN(c2ncccc2C#N)CC1 (stereo unspecified)	0.5
COc1cc2c(cc1OC)C(=NO)CCCC2	-0.2

For convenience, some entries already given:
SMILES	MPTP inh
CC(C)(C)C(C(=O)NC1CCCC1)N1CCN(c2ncccc2C#N)CC1 (stereo unspecified)	0.5
COc1cc2c(cc1OC)C(=NO)CCCC2	-0.2

Continued:
SMILES	MPTP inh
CCOc1ccccc1NC(=O)COC(=O)C1COc2ccccc2O1 (stereo unspecified)	0.9
C[C@@H]1CN([C@H](C)CO)C(=O)CCCn2cc(nn2)CO[C@H]1CN(C)S(=O)(=O)c1cccc(F)c1	-1.8
COc1cccc2ccc(CC(O)(c3ccccc3)c3ccccc3)nc12	-0.2
Cc1ccc(S(=O)(=O)NC(C)C(=O)OCC(=O)Nc2sccc2C(N)=O)cc1 (stereo unspecified)	0.2
COc1cccc(C(NC(C)=O)c2nc(-c3cccc(C(F)(F)F)c3)cs2)c1 (stereo unspecified)	-1.4
COc1ccc(NC(=O)Nc2nc(C(N)CC(C)C)cs2)cc1 (stereo unspecified)	2.0
Cc1ccc2nc(-c3ccccc3)c(Cc3ccsc3)n2c1	0.3
CC(=O)NC(c1ccc(F)c(F)c1)c1nc(-c2cnc3ccccc3c2)cs1 (stereo unspecified)	-1.9
CC(C)[C@@H]1Cc2[nH]c(=S)[nH]c(=O)c2[C@H](C)O1	-0.7
CC1(C(=O)NCC2CC2)Cc2c(-c3ccccc3)ccnc2O1 (stereo unspecified)	0.7
C[C@@H]1CN([C@H](C)CO)S(=O)(=O)c2ccc(Br)cc2O[C@H]1CN(C)C(=O)Nc1cccc(F)c1	-0.2
CN(C)c1ccc(-c2ccnc3c2CC(C)(C(=O)Nc2cccc(C(F)(F)F)c2)O3)cc1 (stereo unspecified)	1.3
O=C(CNS(=O)(=O)Cc1ccccc1)NNc1ccccc1	3.8
COCCNC(=O)C1(C)CCCN(C(=O)c2cccc(Cl)c2)C1 (stereo unspecified)	-3.7
O=C(C(O)c1ccccc1)N1CCN(S(=O)(=O)c2ccc(OC(F)(F)F)cc2)CC1 (stereo unspecified)	-0.5

The list goes on; the last 3 above are carried over.
SMILES	MPTP inh
O=C(CNS(=O)(=O)Cc1ccccc1)NNc1ccccc1	3.8
COCCNC(=O)C1(C)CCCN(C(=O)c2cccc(Cl)c2)C1 (stereo unspecified)	-3.7
O=C(C(O)c1ccccc1)N1CCN(S(=O)(=O)c2ccc(OC(F)(F)F)cc2)CC1 (stereo unspecified)	-0.5
CCNC(=O)C1CCCN(C(=O)c2ccc3ccccc3c2)CC1 (stereo unspecified)	0.2
Cn1c(=O)c2c(-c3ccccc3)n(-c3cc(Cl)c([N+](=O)[O-])cc3O)cc2n(C)c1=O	2.6
O=C1NC[C@H](CCCCN2CCN(CCc3ccc(O)cc3)C(=O)C2=O)N(CCc2ccc(O)cc2)C1=O	-0.9
CC(C)c1ccc(CN2CCC(n3nccc3NC(=O)C3CCCC3)CC2)cc1	1.7
OC(c1cccc(Cl)c1)c1ncc(-c2ccc(Oc3ccccc3)cc2)[nH]1 (stereo unspecified)	3.2
Cc1cn([C@H]2C[C@H](O)[C@@H](/C=C/C(=O)NCCC(c3ccccc3)c3ccccc3)O2)c(=O)[nH]c1=O	-0.4
O=C(CN(CCO)Cc1ccccc1)N1CCN(S(=O)(=O)c2ccccc2)CC1	-2.0
NC(COCc1ccccc1)c1csc(Nc2nccc(C(F)(F)F)n2)n1 (stereo unspecified)	0.5
CNc1cncc(-c2cccc(C(=O)N(C)C)c2)n1	-0.6
Cn1nc(C2CC2)cc1NC(=O)C1(C)CCN1C(=O)CCc1ccccc1 (stereo unspecified)	-0.4
CC1=C(C(=O)N2CCOCC2)CC(CC(=O)NCCN2CCOCC2)C(=O)N1Cc1ccc(C(C)(C)C)cc1 (stereo unspecified)	0.0
CC1=C(C(=O)N(C(C)C)C(C)C)CC(CC(=O)NC2CCCC2)C(=O)N1CCC1=CCCCC1 (stereo unspecified)	-1.0
O=S(=O)(c1ccccc1)N(CC(F)(F)F)c1ccc(C(O)(C(F)(F)F)C(F)(F)F)cc1	4.0
O=C(NCc1cccnc1)c1csc([C@@H]2C[C@H](O)[C@@H](CO)O2)n1	-1.1
COc1ccccc1Cc1c(-c2ccc(F)cc2)nc2c(C)cc(Br)cn12	0.3
CS(=O)(=O)N1CCCCC1c1cc(C(=O)Nc2ccccc2)no1 (stereo unspecified)	0.6
Cc1onc(-c2ccccc2)c1C(=O)N1CCC(C)(C(=O)O)C1 (stereo unspecified)	0.0
COc1ccc(N2CCN(C(=O)C(=O)c3cc(OC)c4ccccc4c3)CC2)cc1	1.3
Cc1noc(C)c1-c1ccc(C(=O)NCCC(F)(F)F)c2occc12	-0.4
CC(C)Cc1ccc(-c2cc3nc(NCCCn4ccnc4)ccn3n2)cc1	0.7
CC1(Cc2ccc(Cl)cc2)C(=O)Nc2c(Cl)ccc(Cl)c21 (stereo unspecified)	-0.4
COCOCCn1cc(CN2CCS(=O)(=O)N(Cc3ccc(-c4ccc(Cl)cc4)cc3)C(C)C2=O)nn1 (stereo unspecified)	-0.5
COc1cccc(NC(=O)C2(C)CCN2C(=O)Cc2ccc(-c3ccccc3)cc2)c1 (stereo unspecified)	0.7
CC1(Oc2cnc(Cl)c3ccccc23)CCN(Cc2ccc(-c3ccccn3)cc2)C1 (stereo unspecified)	0.0
COc1ncnc2c1ncn2CCCN(CCCc1ccccc1)CCCn1cnc2c(OC)ncnc21	-0.5
CC(C)n1nnnc1C1c2ccccc2C(=O)N1CCCn1ccnc1 (stereo unspecified)	1.0
Cc1ccc(-c2nc3c(C)cc(Br)cn3c2Cc2ccsc2)cc1	-0.6
COC(=O)[C@]12CCCCC=C1N(Cc1ccc(Cl)cc1Cl)C(=O)[C@H](CC(=O)N1CCCCC1)C2	0.3
COc1cc(Cl)ccc1OC1(C)CCN(Cc2ccccc2OC(F)F)C1 (stereo unspecified)	1.1
Cn1ccc2c(-c3ccc4c(c3)OCCO4)cc3c(c21)C1CCC3C1 (stereo unspecified)	0.9
CCOC(=O)C1=C[C@@H](C(C)(C)C)N(S(=O)(=O)c2ccc(C)cc2)[C@H]1c1ccc(C#N)cc1	-0.8

These rows are one share of the data; the hit share may differ from the screen's.
